CHRM5 PAM = human M5 muscarinic receptor positive allosteric modulators, primary screen, CHO-K1 cells, Fluo-8 calcium fluorescence; CHO-K1 hM5, ACh EC20 PAM; 0% = ACh EC20, 100% = ACh EC100; activation, % at 3 µM; 360,000 tested, 0.3% active; AID 624038, 2012;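 active = activation above the run cutoff, the mean activation of all test compounds plus 3 SD, cut at about 18% in these data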
Target sequence (P08912 whole entry, looked up): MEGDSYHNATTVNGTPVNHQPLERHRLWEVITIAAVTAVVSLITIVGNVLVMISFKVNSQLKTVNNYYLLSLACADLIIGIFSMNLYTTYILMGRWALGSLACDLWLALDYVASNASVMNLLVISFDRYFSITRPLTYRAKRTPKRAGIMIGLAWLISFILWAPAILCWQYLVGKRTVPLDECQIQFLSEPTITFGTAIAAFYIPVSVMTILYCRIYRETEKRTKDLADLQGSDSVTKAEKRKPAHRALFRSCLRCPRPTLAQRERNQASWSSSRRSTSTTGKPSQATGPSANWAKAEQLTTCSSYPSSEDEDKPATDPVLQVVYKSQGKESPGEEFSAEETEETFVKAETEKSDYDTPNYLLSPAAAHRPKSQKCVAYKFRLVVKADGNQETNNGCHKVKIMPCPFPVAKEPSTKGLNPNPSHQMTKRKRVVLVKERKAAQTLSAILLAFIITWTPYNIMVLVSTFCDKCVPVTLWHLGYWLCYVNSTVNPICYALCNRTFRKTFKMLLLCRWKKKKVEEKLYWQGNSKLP
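Assay system: CHO-K1 hM5 cells / Incubation: Fluo-8 loading 80 min at 37 °C plus 30 min room temperature / Technique: Fluo-8 calcium dye fluorescence, kinetic read / Repeats: single replicate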
CRFBP-R2 agonist = agonists of CRF-BP/CRF-R2 complex, primary screen, cell-based, HEK293, calcium dye fluorescence, uHTS. CRF-binding protein / CRF receptor 2 complex (human). calcium dye fluorescence (FLIPR); percent of saturating CRF peptide response. activation, % at 13.2 µM. 350,000 tested, 0.46% active;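 active = activation of at least 50%, plus an integration ratio under a set limit after plate pattern correction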;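 also: plate controls were neutral control wells without compound for no effect and CRF at EC100 for full effect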
CHRM4 antagonist = human M4 muscarinic receptor antagonists, primary screen, CHO cells, Fluo-8 calcium fluorescence. 360,000 tested, 0.73% active. Muscarinic acetylcholine receptor M4 (Homo sapiens), P08173. CHO-hM4 cells, ACh EC80. inhibition, % at 3 µM;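 active = inhibition above its plate's cutoff, the mean inhibition of sample wells plus 3 SD, cut at about 27% in these data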;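 also: 0% = acetylcholine EC80 with DMSO and 100% = DMSO without agonist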
Target sequence (P08173 whole entry, looked up): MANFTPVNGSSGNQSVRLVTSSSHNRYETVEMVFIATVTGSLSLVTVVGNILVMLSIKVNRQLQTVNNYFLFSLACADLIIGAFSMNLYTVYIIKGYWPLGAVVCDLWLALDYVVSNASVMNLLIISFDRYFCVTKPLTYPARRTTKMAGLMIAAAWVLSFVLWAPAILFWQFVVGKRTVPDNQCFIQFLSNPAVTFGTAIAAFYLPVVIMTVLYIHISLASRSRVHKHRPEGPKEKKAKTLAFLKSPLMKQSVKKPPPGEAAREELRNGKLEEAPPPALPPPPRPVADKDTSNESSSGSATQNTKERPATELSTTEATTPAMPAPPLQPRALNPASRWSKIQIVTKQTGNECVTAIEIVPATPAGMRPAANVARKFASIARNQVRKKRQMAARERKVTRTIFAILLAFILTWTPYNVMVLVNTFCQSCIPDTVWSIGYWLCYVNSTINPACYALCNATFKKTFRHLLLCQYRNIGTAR
CHRM1 PAM = human M1 muscarinic receptor positive allosteric modulators, primary screen, CHO-K1 cells, Fluo-8 calcium fluorescence, 1536-well; Muscarinic acetylcholine receptor M1 (Homo sapiens), P11229; CHO-K1 hM1, ACh EC20; 0% = ACh EC20, 100% = maximal ACh; activation, % at 3 µM; 360,000 tested, 0.088% active; AID 588819, 2011; in the data active = activation above about 19%, passing the limit was not always enough
CHRM5 agonist = human M5 muscarinic receptor agonists, primary screen, CHO-K1 cells, Fluo-8 calcium fluorescence; Muscarinic acetylcholine receptor M5 (Homo sapiens), P08912; CHO-K1 hM5 cells; 0% DMSO wells, 100% maximal acetylcholine response; activation, % at 3 µM; 360,000 tested, 0.19% active;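 active = activation above the run's mean over test compounds plus 3 SD, cut at about 23% in these data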;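 also: signal is peak over basal fluorescence ratio across the kinetic read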
M4 PAM = human M4 muscarinic receptor positive allosteric modulators, primary screen, CHO-K1 cells, Fluo-8 calcium fluorescence. CHO-K1 hM4/Gqi5, ACh EC20; 0% = ACh EC20, 100% = maximal ACh. 360,000 tested, 0.4% active. Muscarinic acetylcholine receptor M4 (Homo sapiens), P08173. activation, % at 3 µM;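 active = activation above its plate's cutoff, the mean activation of sample wells plus 3 SD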; also: some results filed as inactive read as strong as hits
M5 antag = human M5 muscarinic receptor antagonists, primary screen, CHO cells, Fluo-8 calcium fluorescence. Muscarinic acetylcholine receptor M5 (Homo sapiens), P08912. CHO-hM5 cells, ACh EC80. AID 624040, 2012. 360,000 tested, 0.59% active. inhibition, % at 3 µM;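 active = inhibition above a per-plate cutoff, the mean of that plate's test compounds plus 3 SD, cut at about 27% in these data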;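 also: 0% = acetylcholine EC80 with DMSO and 100% = DMSO without agonist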
M4 ag = human M4 muscarinic receptor agonists, primary screen, CHO-K1 cells, Fluo-8 calcium fluorescence | 360,000 tested, 0.14% active | Muscarinic acetylcholine receptor M4 (Homo sapiens), P08173 | CHO-K1 hM4/Gqi5; vehicle 0%, full acetylcholine response 100% | AID 624127, 2012 | activation, % at 3 µM;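 active = activation above the run mean over all test wells plus 3 SD, cut at about 32% in these data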;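 also: peak over basal fluorescence ratio per well then scaled between controls; 0% = DMSO wells and 100% = acetylcholine at EC100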
CRFBP-R2 block = antagonists of CRF-BP/CRF-R2 complex, primary screen, cell-based, HEK293, calcium dye fluorescence, uHTS. CRF-induced calcium fluorescence. inhibition, % at 11.8 µM. 350,000 tested, 0.59% active. AID 588475, 2011;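 active = inhibition of the ligand-induced calcium signal above about 50% at the single tested concentration, limit read from the data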
Numbers without * were called inactive; . = no result given; & = joins results of further samples.

CHRM5 PAM	CRFBP-R2 agonist	CHRM4 antagonist	CHRM1 PAM	CHRM5 agonist	M4 PAM	M5 antag	M4 ag	CRFBP-R2 block	molecule
8	-1.7	-16	-3	-1	10	-8	3	11	COC(=O)c1ccccc1NC(=O)NCc1c(C)nn(C)c1C
-7	2.5	4	2	0	1	-1	4	-12	CN(c1ccccc1)S(=O)(=O)c1ccc(NC(=S)NC(=O)c2ccccc2)cc1
6	4.1	5	1	-7	-4	-2	1	-14	C=CCn1c[n+](CC(=O)c2ccc(Br)s2)c2ccccc21
1	-0.5	-13	0	2	0	4	0	0	O=C(CCc1nc2sc3c(c2c(=O)[nH]1)CCCC3)N1CCN(c2ccccc2)CC1
-1	-0.1	6	2	-1	-6	7	1	-1	CC(=O)c1ccc(N2CCN(C(=O)[C@H](C)NC(=O)c3ccccc3Cl)CC2)cc1
0	0.3	-3	-3	0	-2	2	4	-1	Cc1cc(C)c(C(=O)OCC(=O)Nc2cccc(S(=O)(=O)N3CCCCC3)c2)c(C)c1
2	-0.8	7	5	-6	-3	1	4	-6	COCCNC(=O)C(c1c[nH]c2ccccc12)N(C(=O)c1snc(C(N)=O)c1N)c1cccc(OC)c1 (stereo unspecified)
-4	1.9	7	6	4	-11	-3	4	-16	COc1ccc(C(=O)Nc2nnc(-c3ccco3)s2)cc1
-1	-0.9	-13	-3	-1	2	6	0	-6	CC(=O)N1CCc2cc(S(=O)(=O)NC(CC(C)C)C(=O)Nc3cc(C(=O)O)ccc3C)ccc21 (stereo unspecified)
2	6.5	11	1	-2	-2	6	4	-46	COc1ccc(N2CCCC2)c(NC(=O)c2ccc([N+](=O)[O-])o2)c1
-5	-0.1	4	-5	-8	-10	3	4	9	COc1ccc(Cl)c2c1[nH]c1nc(SCc3ccccn3)nnc12
-4	1.4	-7	-2	0	6	2	0	14	O=[N+]([O-])c1cc(C(F)(F)F)cc([N+](=O)[O-])c1NCCCNc1ccc([N+](=O)[O-])c2cccnc12

Of the compounds above, these have an NH in an aromatic ring:
CHRM5 PAM	CRFBP-R2 agonist	CHRM4 antagonist	CHRM1 PAM	CHRM5 agonist	M4 PAM	M5 antag	M4 ag	CRFBP-R2 block	molecule
1	-0.5	-13	0	2	0	4	0	0	O=C(CCc1nc2sc3c(c2c(=O)[nH]1)CCCC3)N1CCN(c2ccccc2)CC1
2	-0.8	7	5	-6	-3	1	4	-6	COCCNC(=O)C(c1c[nH]c2ccccc12)N(C(=O)c1snc(C(N)=O)c1N)c1cccc(OC)c1 (stereo unspecified)
-5	-0.1	4	-5	-8	-10	3	4	9	COc1ccc(Cl)c2c1[nH]c1nc(SCc3ccccn3)nnc12

Next section
CHRM5 PAM	CRFBP-R2 agonist	CHRM4 antagonist	CHRM1 PAM	CHRM5 agonist	M4 PAM	M5 antag	M4 ag	CRFBP-R2 block	molecule
12	0.8	-3	-1	-4	22	1	5	-41	Cc1cccc2nc(CSc3nc4ccc([N+](=O)[O-])cc4[nH]3)c(Br)n12
0	-0.1	-1	8	2	0	-6	0	-1	Cc1ccc(N2CC(C(=O)Nc3cc(C)ccc3F)CC2=O)cc1 (stereo unspecified)
1	.	13	0	-1	-4	-3	0	.	CC(C)NC(=O)C1(C)CCN1C/C=C/c1ccccc1 (stereo unspecified)
0	-2.0	8	1	2	-3	4	0	1	CCCCc1cc(=O)oc2cc(C)cc(OCC(=O)N3CCC(C(=O)O)CC3)c12
-32	3.9	17	-22	-3	-8	13	1	3	Cc1ccc2c(c1)[C@H]1[C@H](CO2)[C@H](c2ccccc2)[C@]2(C)C(=O)Nc3ccc(Cl)cc3C(=O)N12
-9	0.6	-1	7	1	-3	14	7	2	CCc1cc2c(COC(=O)CCNS(=O)(=O)c3cccc(C(F)(F)F)c3)cc(=O)oc2cc1O
4	-1.8	-6	-2	-1	-2	3	0	10	O=C(O)CC(NC(=O)COc1ccccc1)c1cccc([N+](=O)[O-])c1 (stereo unspecified)
-2	-2.0	8	-1	-7	-6	10	0	38	O=C(O)COCC(=O)N1CCCN(c2nccc(C(F)(F)F)n2)CC1
-1	0.7	5	7	-1	-1	1	5	2	COc1ccccc1CNC(=O)COC(=O)C1CCN(S(=O)(=O)c2ccccc2)CC1
0	5.1	-4	13	-1	1	1	2	-15	CCC/C=C/c1ccc(CN2C(C)C(=O)N(Cc3cn(Cc4ccco4)nn3)CCS2(=O)=O)cc1 (stereo unspecified)
1	-1.3	2	6	4	3	3	4	3	CC(C)c1ccc(S(=O)(=O)N2CCN(C(C)C(=O)NC3CCCC3)CC2)cc1 (stereo unspecified)
-1	-0.1	17	-2	-1	-5	1	0	-16	COc1ccc(C(=O)/C=C/c2ccc(OC)c(CN3CCOCC3)c2)cc1
-6	2.5	0	-1	-3	-1	1	0	-5	O=c1c2ccccc2nc(CSc2nnnn2-c2ccccc2)n1-c1ccccc1Cl
-6	-0.9	4	0	-3	0	6	1	-8	O=C(CN(Cc1ccccc1)C(=O)CNS(=O)(=O)c1ccc(Cl)cc1)NCC1CCCO1 (stereo unspecified)
6	-0.1	-12	9	-4	9	5	1	-3	COc1ccc(Cc2nnc(SC(C)C(=O)Nc3ccc(F)cc3Cl)o2)cc1 (stereo unspecified)
1	6.0	-4	1	12	4	4	13	-18	CC(C)OC(=O)c1ccc(NCc2cc(O)ccc2O)cc1Cl
0	-1.6	9	5	-2	1	16	0	4	CC(c1ccccc1)N1C(=O)C2C3CCC(C3)C2C1=O (stereo unspecified)
-1	3.5	3	7	1	0	11	0	23	CCCn1c(N)c(N(CCOC)C(=O)/C=C/c2ccc(C(=O)OC)cc2)c(=O)[nH]c1=O
-7	0.6	7	2	-2	-8	6	3	-15	O=C(Cc1coc2ccc3ccccc3c12)N1CCN(c2ncccn2)CC1
-3	1.4	-7	8	1	10	8	1	1	CCOc1ccc(CCNC(=O)CN2CCN(Cc3ccccc3C)C2=O)cc1OCC
4	-0.2	-1	7	-2	4	-5	1	-2	CCOC(=O)C1CCN(C(=O)C2CCN(S(=O)(=O)N3CCC4(CC3)OCCO4)CC2)CC1
-1	-1.7	-1	-3	2	-5	7	0	-7	CC(C)CC(=O)NCCc1ccncc1
2	0.4	-11	12	-3	10	-4	2	-2	O=C(COC(=O)c1cccnc1)Nc1cccc2ccccc12
-2	-1.9	1	9	1	15	-3	1	-3	COc1ccc(Nc2ncnc3ccccc23)cc1
-8	-1.2	0	-7	5	-11	1	14	6	CCOc1ccccc1N1CC(O)=C(c2nc3ccccc3s2)C1=N
-10	2.1	-6	2	-1	-10	10	9	-16	COCCCNC(=S)NNC(=O)c1csc(C)n1
-2	0.1	-1	1	3	-7	0	1	18	CC(Oc1ccccc1)C(=O)Nc1nnc(S(=O)(=O)Nc2ccccc2)s1 (stereo unspecified)
6	2.7	-3	3	0	12	-8	2	-26	O=C(CN1CCOCC1)N/N=C/C=C/c1ccccc1
-6	-1.0	-3	3	0	8	1	1	0	O=C(Nc1ccc(O)c(C(=O)O)c1)c1ccc2c(c1)C(=O)N(CC1CCCO1)C2=O (stereo unspecified)
-1	-0.6	2	-1	4	3	-6	1	-3	CCOC(=O)c1cc2c(n(-c3ccc(Cl)cc3)c1=O)CCCC2=O
-3	1.3	-4	-2	-2	-14	1	8	-14	Cc1cc(-c2ccc(C)c(S(=O)(=O)NCc3cccc(Br)c3)c2)on1
2	-0.5	-3	15	-3	-1	-3	0	13	COc1ccc(/C(C)=N\NC(=O)CNC(=O)C(c2ccccc2)c2ccccc2)cc1OC
-2	0.5	10	3	-2	1	11	-1	-1	Cc1cccc(C(=O)Oc2ccc(/C=N/NC(=O)c3cc(O)cc(O)c3)cc2)c1
4	.	-1	.	3	-2	2	3	.	O=C(C(O)c1ccccc1)N1CCN(S(=O)(=O)c2ccc(F)c(F)c2)CC1 (stereo unspecified)
-1	1.1	-1	10	2	0	2	2	-9	O=C(NCC(c1cccnc1)N1CCN(c2ccc(F)cc2)CC1)c1ccc(F)cc1 (stereo unspecified)
-3	-0.7	3	-19	-7	-9	-5	0	-6	CCc1nc2ccc(C(=O)N3CCN(c4cccc(Cl)c4)CC3)cc2nc1CC

Complete entries from above. Order of screens: CHRM5 PAM, CRFBP-R2 agonist, CHRM4 antagonist, CHRM1 PAM, CHRM5 agonist, M4 PAM, M5 antag, M4 ag, CRFBP-R2 block
Profile of `COCCCNC(=S)NNC(=O)c1csc(C)n1` → -10, 2.1, -6, 2, -1, -10, 10, 9, -16
Profile of `O=C(C(O)c1ccccc1)N1CCN(S(=O)(=O)c2ccc(F)c(F)c2)CC1` (stereo unspecified) → 4, ., -1, ., 3, -2, 2, 3, .

Remaining list, next part:
CHRM5 PAM	CRFBP-R2 agonist	CHRM4 antagonist	CHRM1 PAM	CHRM5 agonist	M4 PAM	M5 antag	M4 ag	CRFBP-R2 block	molecule
-2	-0.7	-8	-2	7	5	0	2	-1	CCOC(=O)c1sc(=NC(=O)COc2ccccc2)n(C)c1C
-2&6	0.6&-0.4	-7&-2	1&13	-6&-3	-2&2	-4&-2	2&1	7&-16	Clc1ccccc1-c1nc(-c2ccncc2)no1
-14	-1.0	-5	-14	2	-13	1	13	5	COc1ccc(OC)c(-c2csc(NC(=O)c3ccc(OCC4CCCO4)cc3)n2)c1 (stereo unspecified)
-3	1.7	10	9	-4	1	4	2	-13	CCCS(=O)(=O)N1CCN(Cc2c[nH]c3ccccc23)CC1
1	-2.7	3	-1	-2	-7	9	1	14	CCOc1cccc(NC(=O)c2cccc(F)c2)c1
-1	-0.2	5	0	1	-6	6	2	7	CC(C)Oc1ccc(C(=O)Nc2ccc3c(c2)n(C)c(=O)n3C)cc1
4	-1.2	2	10	1	-1	-6	2	20	CCCCN(CC)C(=O)CN(C)S(=O)(=O)c1cccc2nsnc12

Bioassay records: PubChem, several laboratories
